Nrf2 ARE act – qHTS of Nrf2 Activators. AREc32 ARE-luciferase reporter (MCF7-derived line), luminescence, 24 h. Potency, µM (top dose mostly 46.1 µM), for the others: at the highest dose activation, hits mostly activators. actives 0.31% (n = 410,000). AID 624171, 2012; note: potency is the fitted concentration of half-maximal effect; % of control where 0% means no effect; nearly all actives have a fitted effect of over 65% in size
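AREc32_Fluc, 1000 cells/well, OPTI-MEM + 5% FBS, o/n 37 deg C 5% CO2; 23 nL cpd by pin tool, 24 hr; Steady-Glo 30 min RT, luminescence.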
MmCpn inh – Inhibitors of TCP-1 ring complex (TRiC) of Methanococcus maripaludis (MmCpn): qHTS. Chaperonin Mm-Cpn (Methanococcus maripaludis). purified Mm-Cpn ATPase, ADP Transcreener TR-FRET. Potency, µM (highest dose often 76.9 µM), without a hit: at the top dose activity, negative = inhibition, most hits filed as inhibitors. actives 0.031% (n = 330,000). AID 504842, 2011; note: potency is the fitted concentration of half-maximal effect; % is set by controls: 0 for no effect and ±100 for the full control effect; nearly all actives have a fitted effect of over 80% in size
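Eu-cryptate anti-ADP/ADP-d2 competition gives a ratio inversely related to ADP. Enzyme at 25 nM was pre-exposed to compound for 10 min, then given 10 uM ATP for 30 min, 37°C throughout.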
EPAC2 agonist – qHTS for Agonist of cAMP-regulated guanine nucleotide exchange factor 4 (EPAC2): primary screen; EPAC2 activation, biochemical qHTS; response scale: 100% = 6.5 mM cAMP response; Potency, µM (doses to about 154 µM), without a hit: at the top dose activation, actives largely listed as activators; actives 0.079% (n = 360,000); AID 720711, 2013; note: potency is the fitted concentration of half-maximal effect; nearly all actives have a fitted effect of over 50% in size
Target sequence (Q8WZA2 whole entry, looked up): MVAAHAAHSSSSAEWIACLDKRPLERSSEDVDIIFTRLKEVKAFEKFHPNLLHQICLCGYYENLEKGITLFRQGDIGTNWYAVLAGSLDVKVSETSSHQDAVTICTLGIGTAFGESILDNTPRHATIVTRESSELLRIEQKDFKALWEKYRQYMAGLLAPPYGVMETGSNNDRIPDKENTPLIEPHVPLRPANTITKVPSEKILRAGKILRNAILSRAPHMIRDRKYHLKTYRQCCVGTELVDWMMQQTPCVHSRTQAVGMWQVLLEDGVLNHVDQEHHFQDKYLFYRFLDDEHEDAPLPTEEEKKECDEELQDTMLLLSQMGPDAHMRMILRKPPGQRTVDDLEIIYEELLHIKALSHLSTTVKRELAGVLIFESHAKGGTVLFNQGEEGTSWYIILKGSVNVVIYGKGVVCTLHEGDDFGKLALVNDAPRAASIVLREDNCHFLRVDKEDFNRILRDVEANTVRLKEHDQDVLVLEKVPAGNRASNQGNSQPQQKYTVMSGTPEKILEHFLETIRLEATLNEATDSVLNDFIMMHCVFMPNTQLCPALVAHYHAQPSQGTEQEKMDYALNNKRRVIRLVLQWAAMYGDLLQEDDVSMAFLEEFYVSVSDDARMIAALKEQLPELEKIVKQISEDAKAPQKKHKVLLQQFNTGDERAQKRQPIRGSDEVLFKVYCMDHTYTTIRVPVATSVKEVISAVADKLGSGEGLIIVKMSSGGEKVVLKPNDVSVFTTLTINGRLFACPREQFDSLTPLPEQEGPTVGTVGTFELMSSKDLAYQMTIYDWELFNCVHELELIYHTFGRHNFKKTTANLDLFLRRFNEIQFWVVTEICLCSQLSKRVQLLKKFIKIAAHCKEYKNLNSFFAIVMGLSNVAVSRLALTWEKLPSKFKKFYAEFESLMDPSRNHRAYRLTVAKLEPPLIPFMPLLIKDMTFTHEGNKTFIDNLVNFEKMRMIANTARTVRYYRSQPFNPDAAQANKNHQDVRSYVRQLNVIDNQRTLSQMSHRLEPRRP
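qHTS, titration series. 100 nM EPAC2 / 250 nM Rap1B-BODIPY-GDP / 50 uM GDP; RT; ex 480/em 540 nm, 5-min reads to 30 min. Norm. to 6.5 mM cAMP = activation.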
TGFb SMAD3 inh – qHTS for Inhibitors of TGF-b; Potency, µM (titrated, usually from 46.1 µM), without a hit: at the top dose activity, negative = inhibition, hits mostly inhibitors; HepG2 CAGA-GFP TGF-b/SMAD3 reporter, GFP fluorescence, 18 h; TGF-beta stimulated, 500 pg/mL final; actives 1.2% (n = 410,000); note: potency is the fitted concentration of half-maximal effect; % is set by controls: 0 for no effect and ±100 for the full control effect; nearly all actives have a fitted effect of over 65% in size
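HEPG2 CAGA-GFP cells (1000/well, DMEM with 1% FBS) were pre-incubated 2 h at 37 degrees C, given compound by pin tool, then stimulated with TGF-beta at 500 pg/mL final for 18 h before per-cell GFP fluorescence imaging.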
CCT modulator – High-Throughput Screening for Modulators of Cytosolic Chaperonin Activity. activity change, % (concentration not given with the values), hits read low. purified chaperonin ATPase assay, HTRF ADP detection, 30 min. actives 0.3% (n = 360,000); in the data active = activity change below about -30%; note: % is set by controls: 0 for no effect and ±100 for the full control effect
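First, chaperonin was dispensed at 40 nM or 20 nM final depending on batch activity. Next, compounds were pinned at 76 uM and ATP added at 10 uM. After 30 min at 37 °C, ADP detection reagents ran 30 min at ambient temperature.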
Akt phos inh – HTS Assay for Inhibitors of Akt Phophorylation: Primary Screen. Neuro2A IGF-stimulated pAkt S473 HTRF, 20 min; active compounds read low. activity change, % for hits at 50 µM. actives 0.32% (n = 360,000). AID 651550, 2012; in the data active = activity change below about -80%; inconclusive = mostly about -51% to -80%; note: % is set by controls: 0 for no effect and ±100 for the full control effect
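Single-point screen (50 µM final compound) in Neuro2A cells stimulated 20 min with 6 nM IGF at 37 deg C. After lysis, Ser473-phosphorylated Akt read by HTRF (ex 330 nm, em 615/665 nm) as the 665/615 ratio.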
Nrf2 inh – Nrf2 qHTS screen for inhibitors; actives 2.1% (n = 360,000); A549 ARE-Fluc reporter, luciferase luminescence, 18-24 h; Potency, µM (doses to about 46 µM), for inactives: top-dose activity change, negative = inhibition, hits mostly inhibitors; note: potency is the fitted concentration of half-maximal effect; % is set by controls: 0 for no effect and ±100 for the full control effect; nearly all actives have a fitted effect of over 60% in size
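In this cell-based qHTS, ARE-driven firefly luciferase in A549 cells reports Nrf2 activity; the luminescent signal after BugLite lysis is the measured value, with a prior CellTiter-Fluor read for cell health.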
EPAC2 antagonist – qHTS for Antagonist of cAMP-regulated guanine nucleotide exchange factor 2 (EPAC2): primary screen | actives 0.18% (n = 360,000) | EPAC2 GEF exchange of Rap1B-BODIPY-GDP, fluorescence | Potency, µM (top dose mostly 114 µM), for inactives: at the top dose activity, negative = inhibition, most hits filed as inhibitors; note: potency is the fitted concentration of half-maximal effect; % is set by controls: 0 for no effect and ±100 for the full control effect; nearly all actives have a fitted effect of over 45% in size; many of its hits are not listed in these tables
A549 tox – Nrf2 qHTS screen for inhibitors: counterscreen for cytotoxicity. A549 ARE-Fluc cells, CellTiter-Fluor viability, 18-24 h. Potency, µM (series often up to 46 µM), for inactives: at the top dose activity change, negative = cytotoxicity, most hits filed as inhibitors. actives 0.16% (n = 390,000). AID 504648, 2011; note: potency is the fitted concentration of half-maximal effect; % is set by controls: 0 for no effect and ±100 for the full control effect
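A549 ARE-Fluc cells in 5% FBS OPTI-MEM, 5000 cells/well, rested 2 h then exposed to compounds in concentration-response for 18-24 h at 37 °C. Viability by CellTiter-Fluor fluorescence (Ex 405/Em 525) after 30 min; luciferase luminescence (BugLite, 15 min, RT) read afterwards.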
An asterisk follows results filed as active; i = inactive; ? = inconclusive; . = no result given; & = joins results of further samples; [ ] = dose if it differs, or a comment. Unless noted, calls come from the whole dose curve; as a rule, active = well fitted curve in the direction sought with a large enough effect; inconclusive = small, poorly fitted or top-dose-only effect, or another doubt; inactive = no such curve, though single readings can be large; an effect the other way counts as inactive or inconclusive. A portion of the library, so the mix of outcomes need not match the whole.

SMILES	Nrf2 ARE act	MmCpn inh	EPAC2 agonist	TGFb SMAD3 inh	CCT modulator	Akt phos inh	Nrf2 inh	EPAC2 antagonist	A549 tox
CCN(CCO)c1cc(Cl)nc(SC)n1	-0.8%	2.0%	1.9%	6.8%	1.9	i	-12.6%	3.4%	2.9%
O=C1COc2ccc(-c3cc(-c4ccc(F)cc4)c4c(n3)-c3ccccc3OC4)cc2N1	0.0%	.	.	-24.8%	.	.	3.1%	.	-0.6%
O=C1CCCc2nc3c(cc21)C(O)Oc1ccccc1-3 (stereo not given)	12.8%	-20.9%	12.6%	-15.1%	-0.7	i	2.5%	15.0%	3.0%
COc1ccc(NC2CCCN(C(=O)c3cccnc3SC)C2)cc1OC (stereo not given)	-1.0%	-7.9%	3.1%	3.9%	-2.3	i	-3.7%	-0.4%	5.0%
COc1cccc(NC(=O)c2ccn(C)n2)c1	0.8%	-0.7%	5.7%	-3.3%	1.0	i	?	5.1%	-6.1%
Cc1c(Cl)cccc1NC(=S)NN	22.7%	-1.1%	0.6%	-7.3%	-0.3	i	?	4.0%	-1.9%
COc1ccc(NC(=O)COc2ccc3c(c2)CCC3)cc1	3.9%	-0.1%	-0.5%	-1.6%	-2.0	i	9.8%	-2.7%	-0.4%
CCOC(=O)N1CCN(C(=O)C2CCN(S(=O)(=O)c3cc(OC)ccc3OC)CC2)CC1	0.4%	1.7%	-0.9%	-7.7%	-1.1	i	-11.2%	1.9%	1.6%
COc1ccc(C(=O)n2nc(-c3ccccc3)nc2N)cc1OC	11.2%	0.6%	-4.1%	7.5%	-1.4	i	.	?	-6.9%
COc1cccc(/C=C(/C#N)c2nc3ccccc3[nH]2)c1OC(C)C(=O)O (stereo not given)	4.0%	-2.0%	0.5%	-1.1%	-1.1	i	4.5%	-2.5%	0.8%
CCc1ccc(NC(=O)[C@@H](NC(=O)[C@@H]2Cc3ccccc3CN2)C(C)CC)cc1 (stereo not given in full)	5.3%	0.4%	9.9%	?	-2.6	.	.	28.5%	9.8%
O=C(C1CCN(S(=O)(=O)c2ccc(Cl)cc2)CC1)N1CCN(c2ccccn2)CC1	-0.7%	-0.7%	5.1%	0.8%	-5.6	i	?	-9.6%	-1.0%
COc1ccc(C2=CC(=O)N(Nc3ccccc3)C2=O)cc1	?	-0.2%	4.9%	?	-0.5	i	5.6%	0.1%	-2.7%
Cc1ccc2oc(-c3cccc(NC(=O)c4ccccn4)c3)nc2c1	?	.	-3.4%	0.3%	-0.1	i	26.2%	-5.9%	-5.7%
COC(=O)CSc1nnc(-c2ccc3c(c2)OCO3)n1C	0.2%	-0.2%	8.0%	-0.7%	-1.4	i	?	-4.6%	-4.4%
CCCCn1c(N)c(N(CCOC)C(=O)c2ccc(-c3cccc(C(F)(F)F)c3)o2)c(=O)[nH]c1=O	3.5%	-1.0%	5.6%	0.7%	1.1	i	-19.6%	-18.6%	-6.1%
CC(=O)N1N=C(c2ccncc2)OC12CCCC2	-0.2%	-1.1%	-83.7%[inhibitor][15.6 µM]	-1.6%	0.0	.	14.9%	3.1%	1.5%
CCC(Oc1ccccc1)C(=O)Nc1cc(Cl)ccc1-n1cncn1 (stereo not given)	3.9%	0.0%	15.4%	-1.7%	1.7	i	-4.8%	-19.6%	-1.4%
Cc1cccc(-c2noc(CNS(=O)(=O)c3ccccc3)n2)c1	4.1%	0.7%	2.4%	-5.2%	-0.1	i	9.3%	-10.6%	-3.7%
Cc1ccccc1NC(=O)Cn1c(=O)n(CCCCC(=O)NCc2ccccc2Cl)c(=O)c2ccccc21	-0.6%	.	.	-37.2%	.	.	-28.3%	.	-7.4%
CCCCN1/C(=C/c2ccc3ccccc3[n+]2CC)Sc2ccccc21	0.4%[9.22 µM]	-9.0%	-2.9%	66.8%[activator]	-1.5	i	?	-4.0%	?
CC1CCN(C(=O)c2ccc3c(Cl)c4c(nc3c2)CCCC4)CC1	7.8%	-7.5%	-1.2%	-33.3%	-1.8	i	6.5%	-1.7%	-4.5%
CC(=O)c1cc2c(cc1NC(=O)c1cccc(S(=O)(=O)N3CCN(C)CC3)c1)OCO2	-0.6%	0.4%	-5.3%	1.8%	-1.8	i	1.2%	-3.6%	-1.9%
COc1ccc(-c2noc(-c3ccc(NCc4ccco4)c([N+](=O)[O-])c3)n2)cc1OC	-0.7%	.	.	10.2%	.	.	-0.9%	.	-4.7%
CCC(=O)Nc1nnc(S(=O)(=O)N2c3ccccc3CC2C)s1 (stereo not given)	0.0%&0.2%	2.4%	3.3%	12.9%&3.7%	0.4	i	-2.1%&4.4%	-8.9%	5.8%&-0.5%
COc1cc(OC)c2c(-c3cccc(-c4ccoc4)c3)cc(=O)oc2c1	?	-5.4%	1.6%	?	1.1	i	4.0%	?	0.0%
O=C(COC(=O)CCC(=O)c1cccs1)NC1CC1	-0.6%	1.1%	8.5%	-4.1%	-8.2	i	-3.7%	7.0%	-8.0%
O=C(NC1CC1)C1=C[C@H](c2csc3ccccc23)C[C@H](OCc2ccc(CO)cc2)O1	3.6%	0.9%	9.7%	?	-0.3	i	-1.0%	3.4%	-0.2%
Cc1cc(C)c(Cn2c(C)c(CNCCCc3ccccc3)c(C(=O)O)c2C)c(C)c1	-1.3%	.	.	21.1%	.	.	13.1%	.	1.2%
CCC(=O)Oc1ccc(-c2nc(-c3cccnc3)no2)cc1	-0.7%	?	2.6%	6.3%	-5.2	i	14.3%	-7.2%	0.6%
CS(=O)(=O)Cc1ccc(C(=O)NC2CCN(Cc3ccccc3)C2)cc1 (stereo not given)	-0.8%	2.1%	4.1%	17.7%	-0.9	i	4.2%	-6.8%	-0.3%
O=C(COC(=O)CCCNC(=O)c1ccc(Cl)cc1)Nc1ccc(Br)cc1	0.0%	-0.3%	4.9%	-2.2%	-3.6	i	-0.5%	-6.2%	1.0%
CNC(=O)CSc1nccn1Cc1ccc(Cl)cc1	0.1%	0.1%	1.0%	-3.4%	2.2	i	-23.8%	-3.5%	3.3%
CC12CC3CC(C)(C1)CC(Nc1nc(N4CCOCC4)nc4ccccc14)(C3)C2	-0.4%	1.7%	3.1%	-6.0%	-3.8	i	-6.0%	-2.3%	-10.9%
COc1cccc(OC)c1OCCOCCN1CCN(C)CC1	-0.3%	1.5%	-1.2%	-4.1%	2.8	i	-10.6%	14.7%	2.8%
CCCCNc1nc2ccccc2n1CC(=O)Nc1ccc2c(c1)OCCO2	-0.1%	-2.0%	-1.6%	-4.4%	-0.2	i	10.9%	-11.5%	-8.2%
COC(=O)c1ccccc1-n1c(C)nc(=O)c(-c2ccccc2)c1C	-0.1%	-0.4%	4.9%	2.4%	0.5	i	-26.1%	1.8%	0.9%
COCOc1ccc(C=O)cc1OCOC	-0.7%	.	-3.3%	1.3%	1.0	i	-0.2%	7.5%	1.3%
COc1nc(Nc2ccc(-c3nc4ccccc4o3)cc2)nc(N2CCOCC2)n1	-0.3%	.	6.9%	-39.1%	-0.1	i	-8.1%	16.6%	9.3%
Cc1ccc(S(=O)(=O)CCC(=O)Nc2ccccc2Cl)cc1	0.3%	-0.9%	8.1%	-3.2%	0.0	i	2.7%	3.3%	-12.4%
COc1ccc(N(CC(=O)N2CCN(c3cccc(C)c3C)CC2)S(=O)(=O)c2c(C)noc2C)cc1	-0.7%&0.5%	-0.2%	-0.2%	-11.6%&-6.1%	-1.2	i	?	-0.8%	0.6%&-2.9%
Cc1ccc(S(=O)(=O)N2CCc3cc(C(=O)Nc4c(C)cccc4C(C)C)ccc32)cc1	-0.7%	.	.	-13.1%	.	.	-8.0%	.	-4.9%
O=C(CSc1n[nH]c(-c2ccc(Cl)cc2Cl)n1)Nc1ccccn1	3.6%	2.4%	4.1%	-7.6%	-0.8	i	14.4%	0.6%	-5.1%
CCOC(=O)c1ccccc1NC(=O)Cn1nnc2sc3c(c2c1=O)CCCC3	0.7%	.	.	5.4%	.	.	11.6%	.	13.6%
O=[N+]([O-])c1cc([N+](=O)[O-])c2nonc2c1Nc1ccccc1O	?	-2.4%	-8.5%	-17.5%	-1.2	i	-19.2%	?	?
COc1ccc2cc3cc(C(=O)NCc4ccccn4)oc3nc2c1	2.6%	-4.3%	-7.3%	-3.1%	0.4	i	-23.3%	-3.6%	0.7%
Cc1ccc(NS(=O)(=O)c2cc3[nH]c(=O)c(=O)[nH]c3cc2C)cc1Cl	-0.8%	.	.	-0.3%	.	.	5.9%	.	7.3%
COCCCNC(=O)CNC(=S)N(Cc1ccc(F)cc1)C1CCCCC1	-0.3%	2.3%	-2.9%	-11.5%	-1.3	i	?	9.0%	-6.2%
CC(=O)Nc1ccc(NC(=O)CN(c2cccc(C(C)=O)c2)S(C)(=O)=O)cc1	0.2%	3.0%	2.8%	5.5%	-2.1	i	5.3%	-1.7%	1.6%
CCc1nnc(NC(=O)c2ccc(S(=O)(=O)N(CCOC)CCOC)cc2)s1	-0.2%	-0.8%	-4.6%	10.0%	0.3	i	10.4%	3.8%	1.9%
COc1cccc(C(=O)Nc2c(C(=O)NC(C)(C)C)oc3ccccc23)c1	0.1%	.	.	-2.4%	.	.	?	.	5.8%

Screening results: PubChem, National Center for Advancing Translational Sciences (NCATS)
